# High-throughput results: PubChem, National Center for Advancing Translational Sciences (NCATS)
# B2AR arrestin: beta2AR (human) beta-arrestin recruitment activity; hit rate 0.02% among 330,000; P07550; beta-arrestin recruitment to beta2AR, cell-based reporter; Potency, µM (highest dose often 46.1 µM), for the others: top-dose activation, most hits filed as activators; AID 492947;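 note: potency is the fitted concentration of half-maximal effect; 0% = DMSO controls and full agonism = EC100 isoproterenol or metaproterenol; nearly all actives have a fitted effect of over 65% in size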
# ELG1 repair inh: blocks ELG1-dependent DNA repair in HEK293T cells; HEK293T ELG1-luciferase reporter, luminescence, 16 h; DNA damage induced by 5-fluorouridine; Potency, µM (top dose mostly 46.1 µM), without a hit: top-dose activity change, negative = inhibition, actives largely listed as inhibitors; hit rate 2.3% among 330,000; note: potency is the fitted concentration of half-maximal effect; % is set by controls: 0 for no effect and ±100 for the full control effect; nearly all actives have a fitted effect of over 55% in size
#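 Reporter activity after DNA damage by 5-fluorouridine is monitored. Compound-treated cells incubate 16 hr at 37 °C, then ONE-Glo is added for 30 min before luminescence reading.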
# PTAP TSG101 blk: blocks PTAP/TSG101 interaction to inhibit HIV-1 budding. Q99816. Fluorescence polarization, FITC-PTAP peptide / Tsg101 binding. Potency, µM (series often up to 115 µM), without a hit: top-dose activity change, negative = inhibition, most hits filed as inhibitors. 340,000 tested, under 10 active. AID 493005; active = well fitted inhibition curve with a large enough effect in the main read-out, with a control signal flat, not every such curve was filed as active; inconclusive = small, poorly fitted or top-dose-only effect, or effect the other way, or a change in a side signal; inactive = no such curve, though single readings can be large or run the other way; note: potency is the fitted concentration of half-maximal effect; % of control where 0% means no effect
#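 FP read-out: FITC-PTAP peptide, 50 nM final, binding Tsg101 binding domain, 10 uM final; 20 min, r.t.; 10 mM HEPES pH 7.5, 0.15 M NaCl, 0.01% Tween 20, 3 mM EDTA, 0.1 mM TCEP.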
# TCR activator: T cell receptor activation | primary human leukocytes, anti-CD3, IL-2 HTRF, 48 h | Potency, µM (top dose mostly 9.22 µM), without a hit: at the highest dose activation of IL-2 secretion, usual class: activators | 330,000 tested, under 10 active; note: % of control where 0% means no effect
#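 IL-2 release read by HTRF sandwich (Eu cryptate donor, d2 acceptor, 665 nm emission) after 48 hr exposure of primary human leukocytes to compound together with anti-CD3 beads in the absence of co-stimulatory signals.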
# Integrin act MD: activators of alpha7 integrin expression for muscular dystrophy; hit rate 0.064% among 350,000; alpha7betagal myoblasts, beta-gal FDG fluorescence, 48 h; Potency, µM (highest dose often 38.3 µM), for inactives: at the highest dose activation, actives largely listed as activators; AID 624291;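 note: potency is the fitted concentration of half-maximal effect; 100% = response of the positive control SU9516; nearly all actives have a fitted effect of over 60% in size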
#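 alpha7betagal+/- myoblasts (passage 13, 250/well) treated 48 h at 37C with compounds at 1:260 dilution of DMSO stock. Lysed, then beta-galactosidase activity read as FDG fluorescence (ex 480/em 540) after 30 min, with pre-read for autofluorescence.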
# TRPV1 ag: agonists of human vanilloid receptor 1 (TRPV1); hit rate 0.19% among 320,000; activation, % at 8.33 µM; AID 540275; TRPV1-expressing cells, Fluo-8 calcium influx, agonist mode; in the data active = activation above about 80%; inconclusive = between about 30% and that limit; note: 0% is about no effect
#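 TRPV1-expressing cells were cultured overnight at 35.5C and loaded with Fluo-8 calcium dye for 40 to 90 min at room temperature. After a 10 s baseline, compound was added and calcium influx was read kinetically for 3 min (ex 480/em 520 nm).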
# CXXC DNA block: MLL CXXC-DNA interaction inhibition. Q03164. MLL-CXXC / FITC-HOXA9 DNA fluorescence polarization. Potency, µM (doses to about 115 µM), for the others: top-dose activity change, negative = inhibition, hits mostly inhibitors. hit rate 0.037% among 290,000; active = well fitted inhibition curve with a large enough effect in the polarisation, with a control signal flat, not every such curve was filed as active; inconclusive = small, poorly fitted or top-dose-only effect, or effect the other way, or a change in a side signal; inactive = no such curve, though single readings can be large or run the other way; the % refers to the polarisation; note: potency is the fitted concentration of half-maximal effect
#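 Fluorescence polarization: 7 uM MLL-CXXC (stock) preincubated 5 min with compounds, then 50 nM fluorescein-HOX-A9 DNA (stock) added; 30 min ambient. Buffer 50 mM Tris-HCl pH 7.5, 50 mM NaCl, 1 mM DTT, 0.05% BSA.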
# BRCA1 expr act: increases BRCA1 expression; Potency, µM (series often up to 46.1 µM), inactives show at the highest dose activation, hits mostly activators; hit rate 1.1% among 380,000; MCF7-BRCA1-FFLuc reporter, luminescence, 48 h; response scale: scaled: vehicle 0%, 10 µM genistein 100%; AID 624202; note: potency is the fitted concentration of half-maximal effect; nearly all actives have a fitted effect of over 80% in size; some results filed as inactive show a strong effect at the top dose
#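 Activators of BRCA1 expression were detected as increased firefly luciferase luminescence in engineered MCF7 cells after 48 h compound incubation. Signals were scaled to genistein 10 microM as full activation.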
# AT treatment: candidate therapy for ataxia-telangiectasia; […] A-T fibroblasts, KAP-1 phosphorylation AlphaLISA; neocarzinostatin DNA damage 30 min before lysis; Potency, µM (titrated, usually from 57.5 µM), for inactives: top-dose activation, actives largely listed as activators; hit rate 0.19% among 320,000; note: potency is the fitted concentration of half-maximal effect; % of control where 0% means no effect; nearly all actives have a fitted effect of over 45% in size
#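 ATM-like activity read as KAP-1 phosphorylation via AlphaLISA donor/acceptor antibody pairs after lysis and 6 hr at 25C. Cells were ATM-null patient fibroblasts ([…], hTERT), dosed 60 min, then exposed to the DSB inducer NCS for 30 min.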
# p53 reactivation: re-activators of mutant p53; AID 504706; hit rate 0.063% among 320,000; Potency, µM (top dose mostly 92.2 µM), for the others: top-dose activity change, positive = activation, actives largely listed as activators; H1299 p53-A138V BP100-luciferase reporter, luminescence, 24 h; note: potency is the fitted concentration of half-maximal effect; % of control where 0% means no effect; nearly all actives have a fitted effect of over 45% in size
#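 H1299 (p53-null), stable ts p53-A138V + BP100-Luc; 1000 cells/well, Opti-MEM/10% FBS; cpd 4 pt, 1:5; 24 h, 37 deg C, 5% CO2; detection reagent 10 min RT; luminescence.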
# An asterisk follows results filed as active; u = inconclusive; x = not tested or not shown; [ ] = remark or other dose. Unless noted, calls come from the whole dose curve; as a rule, active = well fitted curve in the direction sought with a large enough effect; inconclusive = small, poorly fitted or top-dose-only effect, or another doubt; inactive = no such curve, though single readings can be large; an effect the other way counts as inactive or inconclusive.
1) Cc1cc(NC(=O)c2cc3n(n2)C(C(F)(F)F)CC(c2ccco2)N3)no1 (centres undefined)
2) O=C(c1ccco1)N1CCN(C(=O)C2CC(c3ccccc3F)=NO2)CC1 (centres undefined)
3) Cc1ccc2c(c1)c(-c1ccccc1)nc1nncn12
4) CC(C)CCN1C(Nc2ccccc2)=NC[C@@H]1Cc1ccccc1
5) CCCCOC(=O)c1ccc(NC(=O)c2nn(C)cc2Br)cc1
6) O=C(CSc1cccc[n+]1[O-])c1cc(Cl)ccc1Cl
7) CCN(C(=O)CSc1nncn1-c1ccccc1)c1c(N)n(Cc2ccccc2)c(=O)[nH]c1=O
8) CN1CCN(NC(=O)/C=C/c2cccc(Cl)c2)CC1
9) CC(=O)Nc1ccc(S(=O)(=O)Nc2ccc3ccccc3n2)cc1
10) COCC(C)NS(=O)(=O)c1ccc(OC)cc1 (centres undefined)

assay / compound	1	2	3	4	5	6	7	8	9	10
B2AR arrestin	1.0%	0.2%	-0.5%	-0.2%	-0.2%	u	-0.6%	0.0%	-3.2%	0.0%
ELG1 repair inh	0%	1%	9%	-9%	3%	u	4%	1%	-4%	-6%
PTAP TSG101 blk	-1%	-2%	-13%	-5%	-8%	1%	-4%	-3%	-2%	-8%
TCR activator	0%	3%	-1%[46.1 µM]	-11%	4%[46.1 µM]	2%	1%[46.1 µM]	13%	-6%	3%
Integrin act MD	-14%	26%	-3%	-7%	-39%	-16%	1%	2%	u	9%
TRPV1 ag	-1	-3	-3	4	-1	-3	-5	-3	0	0
CXXC DNA block	17%	0%	9%	13%	-1%	-3%	10%	-5%	-3%	5%
BRCA1 expr act	0%	26%	-25%	-6%	23%	50%	-7%	32%	-2%	15%
AT treatment	5%	-3%	2%	2%	13%	-12%	-2%	-2%	0%	5%
p53 reactivation	-1%	13%	-9%	x	2%	-1%	-3%	u	-3%	6%

# Ordered by the number under TCR activator (ascending): some entries from above
nr | Molecule | B2AR arrestin | PTAP TSG101 blk | TCR activator | Integrin act MD | TRPV1 ag | CXXC DNA block | BRCA1 expr act | p53 reactivation
4 | CC(C)CCN1C(Nc2ccccc2)=NC[C@@H]1Cc1ccccc1 | -0.2% | -5% | -11% | -7% | 4 | 13% | -6% | x
1 | Cc1cc(NC(=O)c2cc3n(n2)C(C(F)(F)F)CC(c2ccco2)N3)no1 (centres undefined) | 1.0% | -1% | 0% | -14% | -1 | 17% | 0% | -1%
10 | COCC(C)NS(=O)(=O)c1ccc(OC)cc1 (centres undefined) | 0.0% | -8% | 3% | 9% | 0 | 5% | 15% | 6%

# Later entries
11) CCCn1c(SCC(=O)N2CCN(S(=O)(=O)c3ccc(Cl)cc3)CC2)n[nH]c1=O
12) O=C1Cc2cc(S(=O)(=O)Nc3ccc(N4CCOCC4)cc3)ccc2N1
13) COC(=O)c1[nH]c2cc(OC)ccc2c1NC(=O)c1ccc2c(c1)OCO2
14) O=C(O)c1ccccc1C(=O)N1CCc2c([nH]c3ccccc23)C1C(F)(F)F (centres undefined)
15) CCOc1ccc(Nc2nc(Cc3nnc(SCC(=O)NCC4CCCO4)n3C)cs2)cc1 (centres undefined)
16) Cc1ccsc1C(=O)OCC(=O)c1ccc(OC(F)F)cc1
17) CCOc1ccc(N(C(C)C(=O)NCc2ccco2)S(C)(=O)=O)cc1 (centres undefined)
18) O=C(C1CN(C(=O)c2cc3cc(Cl)ccc3o2)c2ccccc2O1)N1CCCCC1 (centres undefined)
19) NS(=O)(=O)c1ccc(CCNCC(=O)N2CCC(Cc3ccccc3)CC2)cc1

assay / compound	11	12	13	14	15	16	17	18	19
B2AR arrestin	0.3%	-0.7%	0.0%	-0.1%	-0.7%	0.1%	-0.9%	-0.8%	-0.4%
ELG1 repair inh	1%	4%	u	4%	-7%	u	-10%	u	u
PTAP TSG101 blk	-9%	1%	-6%	1%	-2%	-3%	-5%	1%	-13%
TCR activator	-247%	-3%	2%	-3%	-1%	x	-3%	3%	2%
Integrin act MD	-1%	18%	-7%	3%	-25%	10%	25%	-42%	-11%
TRPV1 ag	0	x	20	-6	-3	7	-3	u	-14
CXXC DNA block	-4%	x	3%	10%	-5%	x	4%	x	3%
BRCA1 expr act	-12%	-7%	-21%	1%	-5%	33%	4%	-34%	-26%
AT treatment	3%	x	-5%	0%	-4%	-1%	0%	-6%	1%
p53 reactivation	-4%	1%	-12%	-5%	11%	u	3%	-2%	u

# 3 compounds drawn at random from the list so far, as already listed:
13) COC(=O)c1[nH]c2cc(OC)ccc2c1NC(=O)c1ccc2c(c1)OCO2
16) Cc1ccsc1C(=O)OCC(=O)c1ccc(OC(F)F)cc1
15) CCOc1ccc(Nc2nc(Cc3nnc(SCC(=O)NCC4CCCO4)n3C)cs2)cc1 (centres undefined)

assay / compound	13	16	15
B2AR arrestin	0.0%	0.1%	-0.7%
ELG1 repair inh	u	u	-7%
PTAP TSG101 blk	-6%	-3%	-2%
TCR activator	2%	x	-1%
Integrin act MD	-7%	10%	-25%
TRPV1 ag	20	7	-3
CXXC DNA block	3%	x	-5%
BRCA1 expr act	-21%	33%	-5%
AT treatment	-5%	-1%	-4%
p53 reactivation	-12%	u	11%
